High-throughput results from PubChem.
Abeta rescue: A-beta toxicity reversal in yeast; yeast expressing A-beta42, growth rescue, OD600, 48 h; response scale: 0% DMSO, 100% iron-clioquinol control; Potency, µM (highest dose often 46.1 µM), inactives show top-dose growth rescue, hits mostly activators; 410,000 tested, 0.063% active; also: nearly all actives have a fitted effect of over 55% in size
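Growth rescue measured by 600 nm absorbance after 48 h yeast culture at 30 C with compound. Values normalized between DMSO and an equimolar ferric chloride plus clioquinol control.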
FUS yeast rescue: suppressors of FUS proteinopathy in yeast; S. cerevisiae FUS-expressing, growth rescue, OD600, 24 h; Potency, µM (highest dose often 76.6 µM), without a hit: at the top dose growth rescue (activation), most hits filed as activators; 390,000 tested, 0.24% active; AID 1347120;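 also: plate controls were DMSO vehicle for no effect and reference control for full effect; nearly all actives have a fitted effect of over 55% in size; some results filed as inactive show a strong effect at the top dose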
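Compound concentration series was pinned onto galactose-induced FUS-expressing yeast seeded at OD 0.005. Plates sat 24hr at 30C; absorbance at 600 nm gave growth. DMSO served as background control.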
* hit, by the source's call; [ ] = dose if it differs, or a comment. Calls follow the shape of the dose curve; as a rule, active = well fitted activation curve with a large enough effect; inconclusive = small, poorly fitted or top-dose-only effect; inactive = no such curve, though single readings can be large or run the other way. Potency is read from the fitted curve at half-maximal effect. Some of the compounds tested. The share of hits here may be higher or lower than overall.

What do the screens show for `Cc1cc2c(cc1S(=O)(=O)NCc1ccc(F)cc1)OCCN2C`?
Abeta rescue: 7.9%; FUS yeast rescue: 8.9%

Results for CCn1c(CN2CCCCC2)nc2cc(NC(=O)c3ccc([N+](=O)[O-])cc3)ccc21 ?
Abeta rescue: -10.9%; FUS yeast rescue: 9.6%

Results for CCN(CC)C(=O)CSc1nc(-c2ccc(C)cc2)nc2c1Cc1c(CO)cnc(C)c1O2 ?
Abeta rescue: -5.1%; FUS yeast rescue: 28.2%

Results for O=C(CCS(=O)(=O)c1cc(Br)cc2c1N(C(=O)C1CC1)CC2)Nc1ccc(F)cc1 ?
Abeta rescue: -18.9%; FUS yeast rescue: 2.8%

Results for COc1cc(OC)c(NC(=O)CSCc2nc(-c3ccc(OC)c(OC)c3)no2)cc1Cl ?
Abeta rescue: -13.5%; FUS yeast rescue: 19.6%

What do the screens show for `CCOC(=O)c1c(C)oc2nc(C)nc(NCCCN3CCN(c4cc(Cl)ccc4C)CC3)c12`?
Abeta rescue: -0.8%; FUS yeast rescue: 4.7%

Results for O=c1c(NCCc2ccc(Cl)cc2)nccn1-c1ccccc1 ?
Abeta rescue: -10.6%; FUS yeast rescue: 15.9%

What do the screens show for `CC(C)(C)OC(=O)N1CCC(c2c(C(=O)NCCc3ccsc3)cnn2-c2ccccc2Cl)CC1`?
Abeta rescue: -0.4%; FUS yeast rescue: inconclusive

How did COc1cn(CC(=O)Nc2cccc(C)c2C)c(CN2CCCCC2)cc1=O do in these assays?
Abeta rescue: -12.8%; FUS yeast rescue: -6.7%

How did CCOC(=O)c1ccc(Nc2c(-c3ccc(OC)cc3)nc3nc[nH]n23)cc1 do in these assays?
Abeta rescue: -22.1%; FUS yeast rescue: 40.9%

By substructure: those above with a carbonyl joined to an NH by a bond outside any ring.
Results for CCn1c(CN2CCCCC2)nc2cc(NC(=O)c3ccc([N+](=O)[O-])cc3)ccc21 ?
Abeta rescue: -10.9%; FUS yeast rescue: 9.6%

Results for O=C(CCS(=O)(=O)c1cc(Br)cc2c1N(C(=O)C1CC1)CC2)Nc1ccc(F)cc1 ?
Abeta rescue: -18.9%; FUS yeast rescue: 2.8%

Results for COc1cc(OC)c(NC(=O)CSCc2nc(-c3ccc(OC)c(OC)c3)no2)cc1Cl ?
Abeta rescue: -13.5%; FUS yeast rescue: 19.6%

What do the screens show for `CC(C)(C)OC(=O)N1CCC(c2c(C(=O)NCCc3ccsc3)cnn2-c2ccccc2Cl)CC1`?
Abeta rescue: -0.4%; FUS yeast rescue: inconclusive

How did COc1cn(CC(=O)Nc2cccc(C)c2C)c(CN2CCCCC2)cc1=O do in these assays?
Abeta rescue: -12.8%; FUS yeast rescue: -6.7%

The list continues.
What do the screens show for `CCOc1ccccc1NC(=O)Cn1c(=O)n(CCC(C)C)c(=O)c2cccnc21`?
Abeta rescue: -17.9%; FUS yeast rescue: 1.2%

How did COc1ccc(OCCCn2c(C)nc3cc(C)c(C)cc32)cc1 do in these assays?
Abeta rescue: -4.8%; FUS yeast rescue: 25.3%

How did COc1cc(C2C(C(=O)Nc3ccc(Cl)cc3)=C(C)Nc3nc(SC)nn32)cc(OC)c1OC (centres undefined) do in these assays?
Abeta rescue: 23.9%; FUS yeast rescue: 3.7%

What do the screens show for `CC(C)NC(=O)CCC(=O)N1Cc2ccccc2Oc2ncccc21`?
Abeta rescue: -14.9%; FUS yeast rescue: -27.5%

What do the screens show for `CCc1ccc2occ(CC(=O)Nc3ccc(C)c(C)c3)c2c1`?
Abeta rescue: -1.8%; FUS yeast rescue: -9.6%

How did COC(=O)c1c(-c2cccs2)csc1NC(=O)c1cccc(Cl)c1 do in these assays?
Abeta rescue: -3.7%; FUS yeast rescue: 12.7%

Results for Cc1ccc(NC(=O)C2CCN(S(=O)(=O)c3cccc4nsnc34)CC2)cc1F ?
Abeta rescue: -6.3%; FUS yeast rescue: 5.7%

What do the screens show for `O=C(Nc1cccc(C(F)(F)F)c1)Nc1cccs1`?
Abeta rescue: 0.7%; FUS yeast rescue: -18.1%

How did CC(=O)c1ccc(NC(=O)Cn2cc(S(=O)(=O)Cc3cccc(Cl)c3)c3ccccc32)cc1 do in these assays?
Abeta rescue: -1.4%; FUS yeast rescue: 14.8%

Results for Cc1ccc(CNC(=O)c2c[nH]c3ccc(S(=O)(=O)Nc4ccc(C(C)C)cc4)cc3c2=O)cc1 ?
Abeta rescue: -6.4%; FUS yeast rescue: 2.4%

Results for Cc1ccc(OCCCCn2c(CCNC(=O)C(C)(C)C)nc3ccccc32)cc1 ?
Abeta rescue: inconclusive; FUS yeast rescue: -1.4%

Results for Cc1noc2ncnc(NCc3cccc(Cl)c3)c12 ?
Abeta rescue: -19.9%; FUS yeast rescue: -37.9%

What do the screens show for `COc1ccc(Nc2c(-c3cccc(O)c3)nc3cnccn23)cc1`?
Abeta rescue: 2.3%; FUS yeast rescue: -4.0%

Results for COc1ccc(/C=C/C(=O)Nc2ccc3nc4c(c(Nc5ccccc5OC)c3c2)CCCC4)cc1 ?
Abeta rescue: -78.8%[inhibitor]; FUS yeast rescue: inconclusive

How did CCOc1ccc(-n2c(SCc3nc(-c4ccc(OC)cc4)no3)nnc2-c2ccncc2)cc1 do in these assays?
Abeta rescue: -3.7%; FUS yeast rescue: inconclusive

How did CCCN1C(C(=O)c2ccccc2)=C(OC(=O)c2ccc(OC)cc2)c2ccccc2S1(=O)=O do in these assays?
Abeta rescue: 4.6%; FUS yeast rescue: -16.1%

Results for CC(NC(=O)Cn1ncc2c3ccccc3n(Cc3ccc(F)cc3)c2c1=O)c1ccccc1 (centres undefined) ?
Abeta rescue: 9.3%; FUS yeast rescue: -10.3%

Results for Cc1cccc(NC(=O)c2oc3ccccc3c2NC(=O)c2cc(=O)c3ccccc3o2)c1 ?
Abeta rescue: -11.3%; FUS yeast rescue: -23.8%

How did CCOC(=O)c1cccc(NC(=O)Cn2nc3c(cc2=O)CCCC3)c1 do in these assays?
Abeta rescue: 0.0%; FUS yeast rescue: -11.3%

How did COc1ccc(-c2nc3sc(CCNC(=O)Cc4ccc(Cl)cc4)c(C)n3n2)cc1 do in these assays?
Abeta rescue: -0.8%; FUS yeast rescue: 2.0%

How did O=S(=O)(c1ccccc1)c1nc(-c2ccccc2)oc1N1CCN(c2cccc(Cl)c2)CC1 do in these assays?
Abeta rescue: -13.2%; FUS yeast rescue: 6.7%

How did Cc1ccccc1NC(=O)N1CCc2cc(S(=O)(=O)N3CCC(C)CC3)ccc21 do in these assays?
Abeta rescue: -13.7%; FUS yeast rescue: 1.8%

What do the screens show for `Cc1ccc(-c2noc(CSc3nnc(C)n3-c3ccc(C)c(C)c3)n2)cc1`?
Abeta rescue: -10.5%; FUS yeast rescue: 44.6%

What do the screens show for `CCOc1ccc(C(=O)Nc2ccc3nc(SCC(=O)N4CCc5ccccc54)sc3c2)cc1`?
Abeta rescue: -13.1%; FUS yeast rescue: 12.6%

Results for CN(C(=O)CSc1nc2ccccc2n1CC(=O)N(C)C1CCCCC1)c1ccc(F)cc1 ?
Abeta rescue: -16.1%; FUS yeast rescue: 2.2%

Results for CCOc1ccc(CCNC(=O)c2[nH]c3cc(OC)ccc3c2Sc2ccccc2)cc1OCC ?
Abeta rescue: -1.8%; FUS yeast rescue: -15.8%

How did COc1ccc(C(=O)NCC(c2cccnc2)N2CCc3ccccc3C2)cc1OC (centres undefined) do in these assays?
Abeta rescue: -1.4%; FUS yeast rescue: -11.9%

Results for CCOC(=O)c1c(-c2ccc(C)cc2)csc1NC(=O)c1cc(=O)c2ccc(C)cc2o1 ?
Abeta rescue: -23.1%; FUS yeast rescue: 10.3%

How did CCCn1c(CCCNC(=O)c2ccccc2OC)nc2ccccc21 do in these assays?
Abeta rescue: -15.0%; FUS yeast rescue: -20.3%

How did Cc1nc(C)c(-c2ccc(SCC(=O)Nc3ccccc3F)nn2)s1 do in these assays?
Abeta rescue: -2.8%; FUS yeast rescue: 13.4%

How did O=C(Nc1cccc(F)c1)C1CCN(c2nc3ccccc3nc2C(F)(F)F)CC1 do in these assays?
Abeta rescue: -4.9%; FUS yeast rescue: -12.1%

What do the screens show for `Cc1ccccc1Cn1c(SCc2ccc(C(=O)N3CCCCC3)cc2)nc2ccncc21`?
Abeta rescue: -14.7%; FUS yeast rescue: -8.7%

Results for Cc1ccccc1NC(=O)c1cc2c([nH]c1=O)CC(C)(C)CC2=O ?
Abeta rescue: 20.4%; FUS yeast rescue: 4.7%

What do the screens show for `Cc1ccc(-n2c(=O)c3c(c4cc(C)ccc4n3C)n(CC(=O)NCCC3=CCCCC3)c2=O)cc1`?
Abeta rescue: -10.3%; FUS yeast rescue: -20.7%

Results for O=C(C1COc2ccccc2O1)N(Cc1cccnc1)c1nc2ccc(F)cc2s1 (centres undefined) ?
Abeta rescue: -1.7%; FUS yeast rescue: -3.5%

Results for COc1ccc(Nc2ncc3c(n2)CCN(C(=O)OC(C)(C)C)C3)cc1 ?
Abeta rescue: -3.5%; FUS yeast rescue: -19.6%

How did COc1ccc(CCNc2ncnc3c2c(-c2ccccc2)cn3-c2ccc(Cl)cc2)cc1OC do in these assays?
Abeta rescue: -11.7%; FUS yeast rescue: 14.1µM*

What do the screens show for `Cc1ccc(CNC(=O)c2cc(S(=O)(=O)N3CCCCC3)cn2C)cc1`?
Abeta rescue: -10.8%; FUS yeast rescue: 23.7%

How did CCc1ccccc1N1CC(c2nc3ccccc3n2Cc2cccc(C)c2)CC1=O (centres undefined) do in these assays?
Abeta rescue: -13.7%; FUS yeast rescue: inconclusive

How did CCOC(=O)CNC(=O)N1CCCN(S(=O)(=O)c2ccc3c(ccn3CC)c2)CC1 do in these assays?
Abeta rescue: -2.6%; FUS yeast rescue: 4.8%

What do the screens show for `COc1ccc(-c2c(C)c3ccc(O)c(CN4CCCCC4)c3oc2=O)cc1OC`?
Abeta rescue: -10.0%; FUS yeast rescue: -10.5%

What do the screens show for `Cc1nn(C)c2c1c(-c1ccccc1)cc(=O)n2Cc1c(F)cccc1Cl`?
Abeta rescue: 6.6%; FUS yeast rescue: -24.1%

Results for CC(=O)N1CCN(c2csc3ccc(Cl)cc3c2=O)CC1 ?
Abeta rescue: -17.9%; FUS yeast rescue: 9.9%

What do the screens show for `O=C(c1ccccc1)n1nc(-c2ccco2)nc1NCc1cccs1`?
Abeta rescue: 3.3%; FUS yeast rescue: 6.6%

Results for Cc1cc(C)n2nc(SCC(=O)Nc3cccc(C(F)(F)F)c3)nc2n1 ?
Abeta rescue: -21.8%; FUS yeast rescue: 22.0%

What do the screens show for `CCC(=O)N1CCc2cc(Br)cc(S(=O)(=O)N3CCC(C(=O)Nc4ccc(OC)cc4)CC3)c21`?
Abeta rescue: -12.4%; FUS yeast rescue: 3.4%

What do the screens show for `Cc1cc(F)ccc1NS(=O)(=O)c1ccc(-n2cccn2)cc1`?
Abeta rescue: 16.6%; FUS yeast rescue: 1.8%

How did O=C(Cn1nnc(-c2ccc(C(F)(F)F)cc2)n1)NCCc1ccccc1 do in these assays?
Abeta rescue: -9.5%; FUS yeast rescue: -4.8%

Results for Cc1ccc(C)c(NC(=O)CSc2ncc(S(=O)(=O)c3ccc(C)c(Cl)c3)c(=O)[nH]2)c1 ?
Abeta rescue: -1.5%; FUS yeast rescue: 10.2%

Results for O=C1OC(C(=O)Nc2cc(C(F)(F)F)ccc2Cl)Cc2ccccc21 (centres undefined) ?
Abeta rescue: -5.2%; FUS yeast rescue: -17.8%

Results for O=C(NCc1ccccc1Cl)C1CCN(C(=O)N2CCOc3ccccc32)CC1 ?
Abeta rescue: -2.8%; FUS yeast rescue: -0.5%

How did CCc1cccc(C)c1Nc1c(-c2ccc(N(C)C)cc2)nc2ncccn12 do in these assays?
Abeta rescue: -13.7%; FUS yeast rescue: 12.9%

What do the screens show for `CN1CCN(C(=O)Cn2c(-c3cccs3)cc3cc(Cl)ccc32)CC1`?
Abeta rescue: 12.0%; FUS yeast rescue: 3.4%

Results for COc1cn(CC(=O)Nc2cc(C)ccc2C)c(CN2CCCCC2)cc1=O ?
Abeta rescue: -7.5%; FUS yeast rescue: -9.8%

Results for CCC1CN(S(=O)(=O)c2cc(-c3cc(C)no3)ccc2C)c2cc(Cl)ccc2O1 (centres undefined) ?
Abeta rescue: -7.1%; FUS yeast rescue: 20.0%

Results for CC1CCN(S(=O)(=O)c2ccc3nc(Nc4cccc(F)c4)ccc3c2)CC1 ?
Abeta rescue: 12.0%; FUS yeast rescue: 27.7%

How did Oc1c(C(c2ccccc2)N2CCCC2)sc2nc(-c3ccco3)nn12 (centres undefined) do in these assays?
Abeta rescue: -8.8%; FUS yeast rescue: 28.9%

Results for COc1ccc(S(=O)(=O)N(CC(=O)Nc2ccccc2Cl)Cc2ccccc2)cc1 ?
Abeta rescue: -9.0%; FUS yeast rescue: 12.9%

Results for CCOc1ccc(N(CC)S(=O)(=O)N2CCCC(C(=O)Nc3cc(Cl)ccc3C)C2)cc1 (centres undefined) ?
Abeta rescue: 15.1%; FUS yeast rescue: 19.8%

Results for Cc1ccc(C)c(N2CCN(C(=O)CCC(=O)Nc3ccc4nc(N5CCCCC5)cc(C)c4c3)CC2)c1 ?
Abeta rescue: 0.6%; FUS yeast rescue: 15.1%

What do the screens show for `CCOc1ccccc1C(=O)Nc1ccc(S(=O)(=O)Nc2ncccn2)cc1`?
Abeta rescue: -8.9%; FUS yeast rescue: -16.3%

What do the screens show for `COc1ccc(-c2nnc(SCC(=O)NC3CCCC3)nc2-c2ccc(OC)c(OC)c2)cc1OC`?
Abeta rescue: 11.2%; FUS yeast rescue: inconclusive

What do the screens show for `CCOc1ccc(S(=O)(=O)c2cn(Cc3ccccc3C)c3ccc(OC)cc3c2=O)cc1`?
Abeta rescue: 2.4%; FUS yeast rescue: 32.3%
